TTR transcr act – increases transthyretin transcription; hit rate 1.3% among 92,000; activation, % at 16.7 µM; SH-SY5Y TTR promoter Gaussia luciferase, luminescence; 100% = recombinant luciferase protein wells;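 active = activation above the mean of all tested compounds plus 3 SD, cut at about 9.5% in these data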;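 also: cells exposed to compounds for one day before reading; 0% = median of all test compound wells on the plate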
* marks the source's active call; other numbers are inactive results. Only part of the results is shown (hit frequency here may not be typical).

TTR transcr act	Molecule
-0.7	COCCCNC(=O)CSc1ccsc1[N+](=O)[O-]
-4.1	COc1ccc(-c2cc([C@H]3[C@@H]4C=CCC[C@@]4(C)C(=O)N3Cc3ccccc3)ccc2F)cc1OC
-0.7	COc1ccccc1C(=O)Nc1ccccc1C(=O)NCc1ccco1
-1.2	O=C(NC1CCN(Cc2ccccc2)CC1)c1ccccc1NS(=O)(=O)c1ccc(F)cc1
3.3	O=C(COc1ccc(S(=O)(=O)N2CCOCC2)cc1)NCCc1ccccc1
1.0	CCOC(=O)c1ccc(NC(=O)c2cccc(C)c2[N+](=O)[O-])cc1
-0.8	COc1ccc(/C=N/Nc2ncnc3c2[nH]c2ccc(C)cc23)c(OC)c1OC
-1.7	Cc1cc(OC(=O)c2ccc3ccccc3c2)c([N+](=O)[O-])c(=O)[nH]1
0.2	O=C(COC(=O)C1=COCCO1)Nc1ccc(Cl)cn1
-1.1	COc1ccc(Cn2cccc(NC(=O)Nc3ccc(F)cc3)c2=O)cc1
0.6	COCCNC(=O)/C(C#N)=C/c1cc(Br)c(O)c(OC)c1
1.6	CC12CCC(C(=O)Nc3ccccc3Cl)([C@H](Br)C1=O)C2(C)C (stereo partly drawn)
-0.6	OCCC1CN(CCCn2cccn2)CCN1C1CCCCC1 (stereo not drawn)
0.0	Cc1nc2ccccc2c(C(=O)O)c1-c1ccccn1
1.2	COc1ccc(NC(=S)N2CCN(C(=O)c3ccco3)CC2)cc1OC
-0.3	CCOC(=O)C(=O)Nc1cc(C)nn1-c1nc2ccccc2[nH]1
2.4	Cc1ccc(NC(=O)CN(C)CC(=O)Nc2ccc3c(c2)OCO3)cc1
-1.0	CN(C)CCCNC(=O)/C(=C\c1ccc(-c2ccc(Br)cc2)o1)NC(=O)c1ccccc1
0.1	COc1cc(C)nc(Oc2ccc(=O)n(C)n2)n1
-1.4	CSc1nc(N)c2c(C)c(C)sc2n1
-0.7	CC(C)(C)C(=O)C1=C(O)C(=O)N(c2ccccc2)C1c1ccccc1 (stereo not drawn)
-1.3	O=C(CCn1cccn1)Nc1ccc(-c2ccno2)cc1
0.4	CN1C(=O)[C@H]2[C@@H](c3ccccc3)N[C@]3(CCCN(Cc4ccc(F)cc4)C3=O)[C@H]2C1=O
-0.7	COC(=O)[C@]12C[C@H](CC(=O)NCC3CCCCC3)C(=O)N(Cc3cccc4ccccc34)C1=C[C@H](C(C)C)O[C@@H]2C1CC1
-0.2	Cc1c(C(=O)O)cccc1-n1c(C)cc(C=O)c1C
-1.4	O=C(Nc1cc(S(=O)(=O)N2CCOCC2)ccc1N1CCOCC1)C1CCCO1 (stereo not drawn)
-0.1	COc1ccc(CN(C(=O)/C=C/c2ccco2)C2CCS(=O)(=O)C2)cc1 (stereo not drawn)
0.6	COC(=O)[C@@]12C[C@@H](CC(=O)NCCC(C)C)C(=O)N(Cc3ccco3)C1=CCC(C)(C)C2
-0.2	O=S1(=O)CC(N2CCN(c3ccccn3)CC2)CN1C1CCCCC1 (stereo not drawn)
1.2	COc1ccc(OCc2nn[nH]n2)cc1

TTR transcr act	Molecule
-1.7	CCOC(=O)C(C)Oc1ccccc1C1NC(=O)NC(C)=C1C(=O)Nc1ccc(C)c(C)c1 (stereo not drawn)
1.7	Cc1cc(C)c(S(=O)(=O)Nc2ccccn2)c(C)c1
-0.1	COc1ccc2c(CC(=O)OCC(=O)Nc3cccc(C)c3)coc2c1
3.2	NNS(=O)(=O)c1ccc(Cc2ncc(C(F)(F)F)cc2Cl)s1
0.9	COc1cc(/C=C(\NC(C)=O)C(=O)Nc2ccc(NC(C)=O)cc2)ccc1OC(C)=O
3.3	CC(C)CCNC(=O)c1ccc2c(SCC(=O)O)c3c(nc2c1)CCCC3
-0.7	O=C(CSc1nc2ccc(Nc3nc(N4CCOCC4)nc(N4CCOCC4)n3)cc2s1)NCc1ccco1
0.5	C=CCn1c(O)c(N=Nc2ccccc2[N+](=O)[O-])c2ccccc21
-0.4	Cc1ccc(C(=O)OCC(=O)NC2CCCCC2)s1
1.2	N#CC(Cc1cc2ccccc2n1S(=O)(=O)c1ccccc1)OCc1ccccc1 (stereo not drawn)
-2.4	Cc1ccc(/C=N/N=C/c2ccc(C)cc2)cc1
-1.1	CC(CC(=O)Nc1ccc(Cl)c([N+](=O)[O-])c1)c1ccccc1 (stereo not drawn)
1.8	Cc1[nH]c2ccccc2c1/C=N/NC(=O)CNC(=O)c1ccc2c(c1)OCCO2
-1.0	O=C(CCN1C(=O)c2ccccc2C1=O)N1CCN(c2ccccc2)CC1
-0.8	Cc1ccccc1C(=O)N1CCC(C(=O)Nc2ccc3c(c2)OCO3)CC1
0.6	CN1CCC(CNC(=O)Nc2ccccc2)(c2ccccc2)CC1
1.4	CCC(C)NC(=O)CSc1c2c(nc3ccccc13)CCCC2 (stereo not drawn)
3.8	CC1(c2nc3ccccc3[nH]2)CCC(=O)N1Cc1cccs1 (stereo not drawn)
8.5	COc1ccc(S(=O)(=O)NCc2csc(C)n2)cc1
-1.7	CC1(C)C=Cc2cc(-c3coc4cc(O)cc(O)c4c3=O)cc(O)c2O1
8.9	O=C(Nc1ccc(F)cc1)C1CCCN(S(=O)(=O)c2ccc(-n3cnnn3)cc2)C1 (stereo not drawn)
3.8	CCOC(=O)C(=O)Nc1ccccc1C(=O)OCC
-1.3	O=C(COC(=O)c1ccccc1Br)Nc1cc(S(=O)(=O)N2CCOCC2)ccc1N1CCCC1
-1.3	N#Cc1ccc(-c2nc3c(Cl)cc(C(F)(F)F)cn3c2Cc2ccsc2)cc1
1.9	COCCCn1c(=O)/c(=C\c2ccccc2OC(F)F)s/c1=C(/C#N)C(=O)NC(C)C
0.0	COc1cc(CNC2CCCC2)cc(OC)c1
3.0	CCCCCCCCN1C(=O)[C@@H](CC(=O)NCc2ccccc2)C[C@@]2(C(=O)OC)C1=C[C@H](C(C)C)O[C@@H]2C1CC1
-1.6	Cc1ccccc1-c1ncc(CN2CCC(CO)(CCCc3ccccc3)CC2)cn1
1.9	CCc1nc2c(OCCOC)cccn2c1N(C)C(=O)Nc1ccccc1OC
3.9	O=C(c1cc2sccc2n1Cc1ccccc1)N1CCc2ccccc21

4 structures out of the list, ordered by count of non-hydrogen atoms, highest first.
TTR transcr act	Molecule
0.9	COc1cc(/C=C(\NC(C)=O)C(=O)Nc2ccc(NC(C)=O)cc2)ccc1OC(C)=O
-1.0	O=C(CCN1C(=O)c2ccccc2C1=O)N1CCN(c2ccccc2)CC1
0.5	C=CCn1c(O)c(N=Nc2ccccc2[N+](=O)[O-])c2ccccc21
1.7	Cc1cc(C)c(S(=O)(=O)Nc2ccccn2)c(C)c1

(further entries)
TTR transcr act	Molecule
0.5	Cc1ccc(-c2csc3ncnc(-n4cnc5ccccc54)c23)cc1
0.5	O=c1[nH]c2ccccc2nc1N1CCOCC1
-0.5	O=C(COC(=O)c1ccc[n+]([O-])c1)Nc1ccccc1OC(F)F
-1.2	O=C(Nc1ccc(F)cc1)c1ccc(CSc2ccc(Cl)cc2)o1
-1.5	C=CCc1ccccc1OCC(=O)OCCNC(=O)c1cccnc1
-1.1	O=C(Nc1ccccc1)c1ccccc1Br
-0.8	CCCn1c(SCC(=O)NCC2CCCO2)nc2c1c(=O)n(C)c(=O)n2C (stereo not drawn)
-0.7	CCCOc1ccc(-c2c(=O)n(O)c3ccccc3[n+]2[O-])cc1
-0.2	O=C(NCCc1c[nH]c2ccccc12)OCc1cn(Cc2c(F)cccc2F)nn1
3.5	O=C(Nc1cccc(C(=O)N2CCCCC2)c1)c1ccccc1
-1.9	O=c1c(-c2cccc(Cl)c2)c[nH]n1-c1ccccc1
-0.1	O=C1/C(=C\c2ccco2)SC(=S)N1Cc1ccccc1
0.1	CCN1CCN(C(=S)c2ccc(OCC(=O)NCc3ccccc3)cc2)CC1
-0.2	Cc1csc(SCC(=O)NCc2ccccc2Cl)n1
4.8	C[C@H](NC(=O)c1nc[nH]c1C(=O)N[C@@H](C)C(=O)OC(C)(C)C)C(=O)OCc1ccccc1
0.1	Cn1c(=O)c2c(nc(N/N=C/c3ccc(OC(=O)c4ccco4)cc3)n2Cc2ccc(F)cc2)n(C)c1=O
-1.2	COC(=O)[C@@]12CCCCC=C1N(CCc1ccc(Cl)cc1)C(=O)[C@H]2CC(=O)NCC12CC3CC(CC(C3)C1)C2
3.4	COc1ccc(OC)c(C=NN=Cc2cc(OC)ccc2OC)c1
-0.2	COc1ccc(-c2nc(C#N)c(NCCc3ccccc3)o2)cc1
-3.7	C/C(=N\Nc1nncc2ccccc12)c1ccc(O)cc1
0.8	Cc1ccc(S(=O)(=O)N2CCN(C(=O)c3cc4c(C)nn(-c5ccccc5)c4s3)CC2)cc1
1.5	COc1ccc(CCn2c(N3CCN(Cc4ccccc4)CC3)nc3c2c(=O)[nH]c(=O)n3C)cc1
4.4	COc1ccc(C(=O)N/C(=C\c2cccs2)c2nc3ccccc3[nH]2)cc1OC
-0.7	CC(c1ccon1)N(C)Cc1cn(C)nc1-c1cccc(Cl)c1 (stereo not drawn)
2.6	Cc1ccc(C2(c3noc(CN(C)CC4COCCO4)n3)CCCC2)cc1 (stereo not drawn)
0.2	O=C(OCC#CCSc1nnc(-c2cccs2)o1)c1ccc(F)cc1
0.9	CCOC(=O)C1(c2ccccc2)SC(C(=O)OCC)(c2ccccc2)S1 (stereo not drawn)
4.5	CCOC(=O)CNC(=O)CN1C(=O)CCS(=O)(=O)c2ccccc21
1.7	C/C(=N/NS(=O)(=O)c1ccc(Cl)cc1)c1ccc2c(c1)OCO2
4.8	CN(C(=O)c1ccc(NC(=O)Cc2cccc(NC(=O)C3CCN(C(=O)C4CCCCC4)CC3)c2)cc1)C1CCCC1

TTR transcr act	Molecule
0.3	COc1ccc(S(=O)(=O)Nc2nnc(C(C)C)s2)cc1
-2.6	CC(C)CN1CCC(=O)N([C@H](COc2ccccc2)Cc2ccccc2)CC1
-0.7	COC(CNC(=O)C1CC(=O)N(CCc2ccccc2)C1)OC (stereo not drawn)
-0.9	CCOC(=O)NNC(=O)CCn1c2c(c3ccccc31)CCCC2
3.5	COCCNC(=O)C1(C)CCCN(C(=O)c2cccc3ccccc23)C1 (stereo not drawn)
-0.8	Cc1cc(=O)oc2cc(OCCCC[n+]3ccccc3)ccc12
-1.7	COc1ccc(COC(=O)c2ccc(S(=O)(=O)N3CCC(C)CC3)cc2)cc1
-1.8	CC1CC(C)CN(C(=O)c2ccc(-c3ccc([N+](=O)[O-])cc3)o2)C1 (stereo not drawn)
-0.7	COc1ccc(-c2cn(Cc3ccc(C(N)=O)cc3)c(CCN)n2)cc1
-1.2	CSC1=NCCN1C(=O)C(C)Oc1ccccc1 (stereo not drawn)
-0.1	C=CCn1c(COc2cccc(C)c2)nnc1SCC(=O)c1c(N)n(C)c(=O)n(C)c1=O
0.1	O=c1c2oc3ccccc3c2[nH]c(=S)n1-c1ccc(F)cc1
-2.9	O=C(Nc1nc(-c2cccs2)c(C(=O)C(F)(F)F)s1)c1ccccc1
5.1	COCCN(CC(=O)Nc1cccc(C)c1C)C(=O)Cc1cccs1
-1.7	O=S(=O)(c1ccccc1)N1CCN(Cc2nnc(-c3ccccc3)o2)CC1
2.5	CNC(=O)CN(c1ccc(Oc2ccccc2)cc1)S(=O)(=O)c1ccc(C)cc1
-1.5	CC1(c2ccccc2)NC(=S)N2C1NC(=S)N2c1ccccc1 (stereo not drawn)
-1.6	COc1ccc(CNc2ncnc3cc(Cl)ccc23)cc1
-0.7	COC(=O)CSc1nc2sc(C)c(C)c2c(=O)n1C
3.8	CC(C)[C@H](NC(=O)N1c2ccccc2NC(=O)[C@@H]1C(C)C)C(=O)N[C@H](C(=O)O)c1ccccc1
-2.9	CC(=O)N1c2ccc(S(=O)(=O)NCCC(=O)NCCc3ccc(Cl)cc3)cc2CC1C (stereo not drawn)
-6.6	CN(C)c1ccc(NC2=C(Cl)C(=O)c3ccccc3C2=O)cc1
0.4	Cn1c(=O)c2c(nc(NCCCO)n2Cc2cccc(C(F)(F)F)c2)n(C)c1=O
-0.5	FC(F)(F)c1ccccc1Cc1c(C2CCCCC2)nc2c3ccccc3ccn12
0.4	CCC(C(=O)c1ccc2ncccc2c1)c1ccccc1 (stereo not drawn)
-0.3	COc1ccc(NC(=O)Nc2ccon2)c(OC)c1
-0.9	COc1ccc(CCNC(=O)c2cc(=O)[nH]c3ccc(Br)cc23)cc1OC
0.1	Cn1c(OCc2ccc3c(c2)OCO3)nc2c1c(=O)n(Cc1ccc(Cl)c(Cl)c1)c(=O)n2C
-4.2	O=C1C(Cl)=C(Nc2ccccc2)C(=O)c2ccccc21
-1.0	O=C(Cn1cc(F)c(=O)[nH]c1=O)NCCO

TTR transcr act	Molecule
1.0	O=C(Nc1cnccn1)c1cccc(C(F)(F)F)c1
-0.4	O=C(CNC(=O)c1ccccc1)N/N=C/c1ccc([N+](=O)[O-])o1
0.2	CCOC(=O)c1cc2c(ccn2C)n1Cc1ccccc1C
-1.5	CCc1ccccc1NC(=O)CCS(=O)(=O)c1ccc2c(c1)CCCN2C(C)=O
1.4	COc1ccccc1/C=N/NC(=O)Cn1cnc([N+](=O)[O-])n1
-6.1	CN(C)CCCN(C(=O)CCOc1ccccc1)c1nc2c(F)cccc2s1

Sorted by number of heavy atoms (smallest number first): some entries from above
TTR transcr act	Molecule
-1.0	O=C(Cn1cc(F)c(=O)[nH]c1=O)NCCO
-0.7	COC(=O)CSc1nc2sc(C)c(C)c2c(=O)n1C
-4.2	O=C1C(Cl)=C(Nc2ccccc2)C(=O)c2ccccc21
0.4	CCC(C(=O)c1ccc2ncccc2c1)c1ccccc1 (stereo not drawn)
1.4	COc1ccccc1/C=N/NC(=O)Cn1cnc([N+](=O)[O-])n1
-0.4	O=C(CNC(=O)c1ccccc1)N/N=C/c1ccc([N+](=O)[O-])o1
-0.9	COc1ccc(CCNC(=O)c2cc(=O)[nH]c3ccc(Br)cc23)cc1OC
-6.1	CN(C)CCCN(C(=O)CCOc1ccccc1)c1nc2c(F)cccc2s1
0.4	Cn1c(=O)c2c(nc(NCCCO)n2Cc2cccc(C(F)(F)F)c2)n(C)c1=O
-0.5	FC(F)(F)c1ccccc1Cc1c(C2CCCCC2)nc2c3ccccc3ccn12
-2.9	CC(=O)N1c2ccc(S(=O)(=O)NCCC(=O)NCCc3ccc(Cl)cc3)cc2CC1C (stereo not drawn)
0.1	Cn1c(OCc2ccc3c(c2)OCO3)nc2c1c(=O)n(Cc1ccc(Cl)c(Cl)c1)c(=O)n2C
3.8	CC(C)[C@H](NC(=O)N1c2ccccc2NC(=O)[C@@H]1C(C)C)C(=O)N[C@H](C(=O)O)c1ccccc1
